Screening results: PubChem, National Center for Advancing Translational Sciences (NCATS)
A-T KAP1 phos: qHTS Assay for Identifying a Potential Treatment of Ataxia-Telangiectasia; […] A-T fibroblasts, KAP-1 phosphorylation AlphaLISA; neocarzinostatin DNA damage 30 min before lysis; Potency, µM (titrated, usually from 57.5 µM), inactives show at the highest dose activation, hits mostly activators; hit rate 0.19% among 320,000; AID 485349, 2010; further: potency means the concentration at half of the fitted maximal effect; % of control where 0% means no effect; nearly all actives have a fitted effect of over 45% in size
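hTERT-immortalized A-T patient fibroblasts ([…]), 500 cells/well in OPTI-MEM, 1% FBS, got compounds for 60 min, then NCS for 30 min at 37C. Lysates were then assayed for phospho-KAP-1 by AlphaLISA (anti-pKAP1 donor, anti-KAP1 acceptor beads), 6 hr at 25C.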
CXXC DNA block: qHTS Fluorescence Polarization Assay for Inhibitors of MLL CXXC domain - DNA interaction | Histone-lysine N-methyltransferase 2A (Homo sapiens), Q03164 | MLL-CXXC / FITC-HOXA9 DNA fluorescence polarization | Potency, µM (titrated, usually from 115 µM), without a hit: at the highest dose activity change, negative = inhibition, hits mostly inhibitors | hit rate 0.037% among 290,000 | AID 2662, 2010; active means well fitted inhibition curve with a large enough effect in the polarisation, with a control signal flat, not every such curve was filed as active; inconclusive means small, poorly fitted or top-dose-only effect, or effect the other way, or a change in a side signal; inactive means no such curve, though single readings can be large or run the other way; the % refers to the polarisation; further: potency means the concentration at half of the fitted maximal effect
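Steps: dispense CXXC domain solution (7 uM) → pin compounds or unlabeled HOX-A9 DNA control → 5 min ambient → add FLSN-HOX-A9 solution (50 nM) → spin → 30 min ambient → fluorescence polarization. Tris pH 7.5/NaCl/DTT/BSA buffer.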
MBNL1 CUG block: qHTS Assay for Inhibitors of MBNL1-poly(CUG) RNA binding | TR-FRET MBNL1-His/biotin-(CUG)12 binding, 665/545 ratio | Potency, µM (highest dose often 57.5 µM), for inactives: at the top dose activity change, negative = inhibition, usual class: inhibitors | hit rate 0.036% among 280,000 | AID 2675, 2010; active means well fitted inhibition curve with a large enough effect in the signal ratio, with a control signal flat, not every such curve was filed as active; inconclusive means small, poorly fitted or top-dose-only effect, or effect the other way, or a change in a side signal; inactive means no such curve, though single readings can be large or run the other way; the % refers to the signal ratio; further: potency means the concentration at half of the fitted maximal effect; on the % scale 0 is the no-effect control and ±100 the full control effect
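MBNL1-His + Biotin-(CUG)12, cpd titration 92 nM–58 uM; Tb anti-His Ab 0.055 ng/ul, SA-XL665 5 nM (final); 60 min RT; ratiometric 665/545 nm, Ex 340 nm; normalized to buffer and full-complex controls.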
ASM inhibitor: Inhibitors of Secretory Acid Sphingomyelinase (S-ASM): qHTS | placental ASM, HMU-PC fluorogenic substrate, 60 min | Potency, µM (top dose mostly 57.5 µM), without a hit: at the top dose activity change, negative = inhibition, actives largely listed as inhibitors | hit rate 0.006% among 340,000 | AID 504937, 2011; further: potency means the concentration at half of the fitted maximal effect
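Steps: dispense placental human ASM, pin compound, wait 10 min at room temperature, add HMU-PC0 substrate at 9 uM final, incubate 60 min at 37 °C, add stop solution raising pH to 10, read fluorescence.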
Menin MLL FP TR: qHTS Assay for Inhibitors Targeting the Menin-MLL Interaction in MLL Related Leukemias: Competition With Texas Red Labeled MLL-derived Mutant Peptide. O00255. Menin + Texas Red MLL mutant peptide, fluorescence polarization. Potency, µM (titrated, usually from 61.6 µM), for inactives: at the highest dose FP activity change, negative = inhibition, most hits filed as inhibitors. hit rate 0.23% among 270,000. AID 1768, 2009; active means well fitted inhibition curve with a large enough effect in the polarisation, with a control signal flat, not every such curve was filed as active; inconclusive means small, poorly fitted or top-dose-only effect, or effect the other way, or a change in a side signal; inactive means no such curve, though single readings can be large or run the other way; the % refers to the polarisation; further: potency means the concentration at half of the fitted maximal effect; % of control where 0% means no effect; many of its hits are not listed in these tables
Target sequence (O00255 whole entry, looked up): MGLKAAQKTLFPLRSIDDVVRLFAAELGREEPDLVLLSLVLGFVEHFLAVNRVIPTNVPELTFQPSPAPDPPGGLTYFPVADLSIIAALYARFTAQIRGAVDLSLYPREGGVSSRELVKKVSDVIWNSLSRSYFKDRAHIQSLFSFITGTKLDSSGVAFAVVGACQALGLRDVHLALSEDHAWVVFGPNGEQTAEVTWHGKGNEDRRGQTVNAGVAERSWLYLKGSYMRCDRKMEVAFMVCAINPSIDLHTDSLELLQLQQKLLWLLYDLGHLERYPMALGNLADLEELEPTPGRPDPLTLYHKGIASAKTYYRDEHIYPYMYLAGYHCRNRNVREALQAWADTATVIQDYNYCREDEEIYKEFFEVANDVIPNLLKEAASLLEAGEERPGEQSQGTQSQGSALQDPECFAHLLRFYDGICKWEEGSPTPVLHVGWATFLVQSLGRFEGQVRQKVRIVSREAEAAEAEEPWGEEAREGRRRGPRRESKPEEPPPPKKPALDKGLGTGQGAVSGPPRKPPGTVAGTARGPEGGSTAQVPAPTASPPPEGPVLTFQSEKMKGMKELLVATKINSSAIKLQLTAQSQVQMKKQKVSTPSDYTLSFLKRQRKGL
Mito fusion act: qHTS Assay for Small Molecule Inhibitors of Mitochondrial Division or Activators of Mitochondrial Fusion; S. cerevisiae fusion-defective mutant growth rescue, CellTiterGlo 48 h; Potency, µM (doses to about 46.1 µM), for the others: top-dose growth rescue (activation), hits mostly activators; hit rate 0.23% among 320,000;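 further: potency means the concentration at half of the fitted maximal effect; % of control where 0% means no effect; nearly all actives have a fitted effect of over 45% in size; temperature-sensitive fusion mutants such as fzo1-1 at 37 °C on non-fermentable ethanol glycerol medium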
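Growth-rescue viability read-out: after 48 h at the non-permissive 37C in glycerol/ethanol YPEG, yeast mitochondrial fusion mutants are measured by CellTiterGlo luminescence; compounds (23 nl pinned per well) restoring growth score as division inhibitors or fusion activators.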
TSHR antag: Antagonists of the Thyroid Stimulating Hormone Receptor: HTS campaign | Thyrotropin receptor (Homo sapiens), P16473 | TSHR-expressing cells, TSH-stimulated cAMP HTRF, 2 h; active compounds read low | activity change, negative = inhibition, % at 11.5 µM | hit rate 0.2% among 330,000 | AID 504810, 2011;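 active means activity change below a set negative limit, meaning inhibition stronger than a set level, cut at about -70% in these data; inconclusive means activity change between two set negative limits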; further: on the % scale 0 is the no-effect control and ±100 the full control effect
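Competitive HTRF cAMP read-out (cryptate anti-cAMP antibody, cAMP-d2; 30 min, room temperature) in freshly harvested TSHR cells. Compounds added before TSH at EC80 (4nM final), followed by 2 hours' incubation at 37 deg C.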
PTAP TSG101 blk: qHTS Assay for Iinhibitors of HIV-1 Budding by Blocking the Interaction of PTAP/TSG101; Tumor susceptibility gene 101 protein (Homo sapiens), Q99816; Fluorescence polarization, FITC-PTAP peptide / Tsg101 binding; Potency, µM (doses to about 115 µM), inactives show at the top dose activity change, negative = inhibition, usual class: inhibitors; 340,000 tested, under 10 active; AID 493005, 2010; active means well fitted inhibition curve with a large enough effect in the main read-out, with a control signal flat, not every such curve was filed as active; inconclusive means small, poorly fitted or top-dose-only effect, or effect the other way, or a change in a side signal; inactive means no such curve, though single readings can be large or run the other way; further: potency means the concentration at half of the fitted maximal effect; % of control where 0% means no effect
Target sequence (Q99816 whole entry, looked up): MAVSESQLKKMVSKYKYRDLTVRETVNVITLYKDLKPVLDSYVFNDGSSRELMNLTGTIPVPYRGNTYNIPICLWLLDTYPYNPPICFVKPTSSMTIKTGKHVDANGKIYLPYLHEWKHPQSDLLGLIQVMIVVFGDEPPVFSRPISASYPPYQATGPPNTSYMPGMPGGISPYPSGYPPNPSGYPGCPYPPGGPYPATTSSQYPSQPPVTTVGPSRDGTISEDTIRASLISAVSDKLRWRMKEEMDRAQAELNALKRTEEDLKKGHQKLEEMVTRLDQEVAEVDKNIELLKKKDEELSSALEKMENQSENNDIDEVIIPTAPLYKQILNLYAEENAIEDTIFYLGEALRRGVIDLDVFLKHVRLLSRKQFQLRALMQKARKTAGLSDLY
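Steps: Tsg101 binding domain dispensed (10 uM final), compounds pinned in DMSO, FITC-labeled PTAP-motif peptide added (50 nM final); after 20 min binding at room temperature, polarization measured.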
TCR act: Activators of T cell receptors: qHTS campaign. primary human leukocytes, anti-CD3, IL-2 HTRF, 48 h. Potency, µM (series often up to 9.22 µM), without a hit: at the top dose activation of IL-2 secretion, usual class: activators. 330,000 tested, under 10 active. AID 504894, 2011; further: % of control where 0% means no effect
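HTRF read-out of IL-2 secretion: europium cryptate donor excited at 320nm, d2 acceptor emission at 665nm. Cells were primary human leukocytes incubated 48 hr with compounds and a-CD3 beads, supplying TCR signal only.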
a7 integrin act: qHTS for Activators of Integrin-Mediated Alleviation for Muscular Dystrophy; Potency, µM (top dose mostly 38.3 µM), for inactives: at the highest dose activation, actives largely listed as activators; alpha7betagal myoblasts, beta-gal FDG fluorescence, 48 h; AID 624291, 2012; hit rate 0.064% among 350,000;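 further: potency means the concentration at half of the fitted maximal effect; 100% = response of the positive control SU9516; nearly all actives have a fitted effect of over 60% in size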
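Alpha7betagal+/- myoblasts (passage 13) were plated 16-24 hr, then exposed to compounds (1:260 dilution of DMSO stock) for 48 hours at 37C. After MPER lysis, β-galactosidase reporter activity was read as FDG fluorescence (ex 480/em 540) after 30 minutes.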
The depositor's hits bear a star; ? = inconclusive; · = not tested or not shown; [ ] = dose if it differs, or a comment. Unless noted, the call rests on the fitted dose curve; in most records, active means well fitted curve in the direction sought with a large enough effect; inconclusive means small, poorly fitted or top-dose-only effect, or another doubt; inactive means no such curve, though single readings can be large; an effect the other way counts as inactive or inconclusive. These rows are one share of the data; count on the stated rates, not on these rows.

Molecule	CXXC DNA block	MBNL1 CUG block	Mito fusion act	PTAP TSG101 blk	ASM inhibitor	Menin MLL FP TR	A-T KAP1 phos	TCR act	a7 integrin act	TSHR antag
O=C(CNC(=O)c1ccc(Cl)c([N+](=O)[O-])c1)NCC1CCCO1 (stereo not drawn)	1%	?	-3%	-2%	-1%	8%	-3%	-9%	-23%	-1
COc1ccc(OC)c(CNC(=O)C2CCN(S(=O)(=O)N3CCCC3)CC2)c1	-1%	-3%	0%	-3%	-1%	0%	3%	9%	13%	-1
CNC(=O)C(=O)NCCc1ccc(Cl)cc1	4%	-12%	0%	0%	-7%	-21%	15%	-5%	-45%	0
CC(=O)NCC(=O)N(C)C(C(=O)Nc1ccc2c(c1)OCCO2)c1ccc(C)cc1 (stereo not drawn)	2%	-5%	-4%	-3%	1%	0%	3%	4%	-1%	1
Fc1ccccc1-c1nc(-c2ccccc2)no1	0%	-3%	-1%	-4%	-1%	?	6%	-3%[46.1 µM]	20%	-12
CCCCOC(=O)Nc1nnc(Cc2ccc(Cl)cc2)s1	-3%	-6%	-2%	0%	-4%	7%	-1%	1%	18%	6
CC(NC(=O)C1(c2cccs2)CCOCC1)c1ccccc1 (stereo not drawn)	11%	?	-5%	1%	2%	2%	5%	3%[46.1 µM]	21%	7
Cc1ccsc1C(=O)NNC(=O)c1csc(N2CCOCC2)n1	·	·	-7%	-1%	3%	·	-5%	7%	16%	1
NS(=O)(=O)c1ccc(NC(=O)c2ccc(S(=O)(=O)N3CCc4ccccc43)cc2)cc1	-10%	3%	1%	0%	-2%	·	-1%	-2%	-4%	-11
CCCOc1ccc(C2(C(=O)O)CCCC2)cc1	9%	2%	7%	-5%	0%	5%	1%	-5%	-14%	-9
CCOC(=O)c1csc(NC(=O)CC2CCCC2)n1	-8%	-7%	-2%	1%	-1%	-5%	-9%	·	-4%	-5
CCCCCc1ccc(OCCOCCn2c[n+](C)c3ccccc32)c(CCCCC)c1	32%[activator]	9%	-3%	0%	-25%	?	-5%	-2%	-70%[inhibitor]	-26
COc1ccc([N+](=O)[O-])cc1NC(=O)CSCc1ccc(Br)cc1	19%	?	?	-2%	-3%	9%	-7%	-4%[46.1 µM]	0%	-16
CN(CC(=O)Nc1ccc(Cl)cc1)CC(=O)Nc1cccc2ccccc12	·	·	17%	1%	-14%	·	-1%	11%	-2%	7
C/C(=N\Nc1nnc2c3ccccc3n(C)c2n1)c1ccc(C)o1	-2%	?	7%	0%	-7%	?	-8%	2%[46.1 µM]	-16%	-4
COc1cc(C(=O)OCCNC(=O)c2ccncc2)cc(OC)c1OC	4%	-13%	-1%	-2%	-1%	-4%	-2%	-1%[46.1 µM]	26%	13
O=C(Nc1ccnn1C1CCN(C(=O)c2c(F)cccc2F)CC1)C1CC1	?	2%	-3%	-1%	2%	-10%	2%	-5%	?	13
CCOC(=O)[C@@H]1[C@H]2COc3cc(OC)ccc3[C@@H]2N2C(=O)N(c3cccc(Cl)c3)C(=O)[C@]12C	14%	-9%	6%	0%	4%	32%[activator]	-5%	2%	1%	0
CCOc1ccccc1Nc1nnc(SCC(=O)NC(Cc2c[nH]c3ccccc23)C(=O)O)s1 (stereo not drawn)	-4%	-3%	3%	2%	-5%	4%	-2%	-236%	9%	3
COc1ccc(S(=O)(=O)NC(CC(=O)NCc2ccco2)C(C)C)cc1 (stereo not drawn)	-3%	-2%	-1%	-2%	4%	-15%	-2%	14%	8%	1
Cc1ccc2[nH]c(=O)c(CN(c3cccc(C)c3C)S(=O)(=O)c3ccccc3)cc2c1	46%[activator]	-4%	1%	-1%	-10%	·	6%	1%	-17%	12
CC(=O)CC(=O)Nc1ccc(C(N)=O)cc1	7%	8%	1%	-5%	7%	8%	-3%	-1%	4%	-6
Cc1cc(C)c2sc(N(CCN(C)C)C(=O)CCS(=O)(=O)c3ccccc3)nc2c1	3%	-13%	-6%	0%	·	-2%	-3%	-2%	12%	14
O=C(c1ccc(CSc2nc3ccncc3[nH]2)cc1)N1CCCCCC1	9%	-10%	3%	-7%	2%	·	-14%	6%	-30%[inhibitor]	-5
CCC(C)NC(=O)C1CCN(C(=O)N(C)C)CC1 (stereo not drawn)	-6%	-5%	-15%	-2%	-2%	-4%	3%	-1%	0%	0
COc1cc(/C=C/C(=O)Nc2nc3ccc(S(=O)(=O)N(C)C)cc3s2)cc(OC)c1OC	-9%	17%	0%	-1%	274%[activator]	?	10%	-2%[46.1 µM]	8%	-2
COc1ccc(C(=O)c2c(-c3cccc(C)c3)oc3ccc(N4CCOCC4)cc23)cn1	8%	22%	-2%	-2%	-5%	-21%	0%	-4%	-20%	8
O=C(NCc1ccccc1)c1ccc[n+]([O-])c1	-4%	-2%	0%	-4%	2%	13%	-3%	0%	?	7
CCN1CCN(c2cc(N3CCc4ccccc4C3)c(F)cc2[N+](=O)[O-])CC1	8%	?	-10%	-6%	-14%	-24%	-7%	-6%[46.1 µM]	-18%	3
O=C(NC1CC1)C1CCN(C(=O)c2ccccc2Cl)CC1	-2%	-7%	1%	-2%	0%	13%	0%	-4%	9%	2
Cc1ccc(-c2nc3ccccc3c(=O)n2NC(=O)c2cccs2)cc1	?	-13%	6%	0%	0%	-10%	-2%	-16%[46.1 µM]	4%	45
COc1ccc(C(=O)Nc2cc3c(cc2N2CCCCC2)n(C)c(=O)n3C)cc1OC	0%	11%	13µM*	-7%	-1%	-11%	-4%	4%	29%	-16
CCN(CC(=O)Nc1c(F)cccc1F)C(=O)CN(C)S(=O)(=O)c1ccc(F)cc1	·	·	-3%	-1%	5%	·	1%	3%	-3%	4
Cc1ccccc1NC(=S)N(CCN1CCCCC1)Cc1ccco1	-1%	-1%	0%	1%	8%	-3%	-8%	8%	-12%	8
CCCN1CCN(C(=O)Cn2nc(C)n3c(cc4sccc43)c2=O)CC1	4%	24%	-4%	-6%	2%	-1%	3%	-3%	3%	1
COc1ccc(C)cc1NC(=O)C1CCCN1C(=O)OCc1ccccc1 (stereo not drawn)	0%	6%	5%	2%	1%	?	-2%	1%	-14%	-5
CC(OC(=O)Cn1cnc2ccccc2c1=O)C(=O)NCc1ccccc1 (stereo not drawn)	·	·	-3%	-3%	-3%	·	8%	1%	-23%	-7
COc1ccccc1NS(=O)(=O)c1ccc2oc(=S)[nH]c2c1	-2%	0%	6%	-3%	4%	·	1%	-6%	2%	1
COc1ccc(/C=C2\N=C(c3ccccc3Cl)NC2=O)cc1	7%	?	1%	-2%	-10%	·	-3%	-5%	-22%	0
CCOC(=O)c1nnn(CC(=O)N2N=C(c3cc(C)ccc3C)CC2c2ccc(OC)cc2)c1C(=O)OCC (stereo not drawn)	8%	-7%	2%	-5%	-15%	-4%	5%	-2%[46.1 µM]	0%	0
C=CCC[C@H](Cc1ccc(F)cc1)C(=O)OC[C@@H](Cc1c[nH]c2ccccc12)NC(=O)[C@H](CC=C)CC(=O)N[C@H](CO)Cc1ccccc1	·	·	·	-1%	-3%	·	6%	-1%	-44%	-17
COc1ccc(CNC(=O)COC(=O)CCCOc2ccc(Cl)cc2Cl)cc1	6%	?	-1%	0%	-1%	15%	17%	-7%[46.1 µM]	9%	9
Cc1cccc(C)c1NC(=O)C(C)N1CCCC1 (stereo not drawn)	3%	-2%	9%	-10%	-2%	-2%	?	-1%	37%	9
COC(=O)c1[nH]c2cc(OC)c(OC)cc2c1/C=N/Nc1ccccc1	-1%	?	-27%	-20%	25%	?	-6%	-2%	?	11
COc1ccc2cc(C3=CCCC3(C)C(=O)O)ccc2c1 (stereo not drawn)	·	·	·	-1%	0%	·	·	10%	11%	·
Brc1ccccc1-c1nnc2sc(-c3ccc4c(c3)OCCO4)nn12	32%[activator]	13%	23%	-3%	-16%	5%	-2%	·	-12%	-1
